Screening results (PubChem)
NadD block – NadD (S. aureus) enzyme inhibition | purified NadD enzyme, colorimetric absorbance read-out | hit rate 0.78% among 360,000 | inhibition, % at 20 µM; in the data active = inhibition above about 26%; note: some compounds past the cut are filed as inactive
CSN inh – inhibitors of human CSN-mediated cullin deneddylation. hit rate 0.38% among 360,000. Purified CSN, SCF-Nedd8-OG deneddylation, fluorescence polarization. inhibition, % at 12.5 µM. AID 651999;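 active = pattern-corrected inhibition above about 35%, with an unprinted fluorescence ratio check between 0.5 and 1.5, limit read from the data, passing the limit was not always enough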;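 note: 0% = enzyme with substrate and 100% = substrate without enzyme; some results filed as inactive read as strong as hits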
Target sequence (Q92905 whole entry, looked up, one chain of several): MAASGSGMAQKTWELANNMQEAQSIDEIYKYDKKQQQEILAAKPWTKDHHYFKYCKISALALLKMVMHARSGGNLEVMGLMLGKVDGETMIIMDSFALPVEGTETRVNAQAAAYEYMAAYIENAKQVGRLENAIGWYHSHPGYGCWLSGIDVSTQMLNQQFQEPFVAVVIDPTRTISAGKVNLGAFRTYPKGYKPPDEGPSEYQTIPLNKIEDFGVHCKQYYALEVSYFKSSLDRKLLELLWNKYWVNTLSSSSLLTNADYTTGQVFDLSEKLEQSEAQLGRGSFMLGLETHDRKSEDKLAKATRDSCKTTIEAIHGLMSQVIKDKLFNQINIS
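test system = HEK293T-derived human Csn5 enzyme | amount = 0.24 nM Csn5 enzyme, final concentration | medium = Tris/NaCl/DTT buffer, pH 7.5 | schedule = 90 min reaction at room temperature | signal = FP | evaluation = inhibition of Csn5 cleavage, % | compound dosing = single dose of 12.5 µM compound with 0.25% DMSO | probe or stimulus = 10 nM SCFSkp2-Nedd8OG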
STEP inh – inhibitors of human striatal-enriched phosphatase STEP | hit rate 0.25% among 360,000 | P54829 | AID 588621 | inhibition, % at 20 µM | recombinant STEP, OMFP fluorogenic substrate, fluorescence;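 active = inhibition at 20 µM, scaled per plate between control wells, above about 37%, limit read from the data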;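 note: 0% = DMSO with enzyme and substrate and 100% = substrate only without enzyme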
Target sequence (P54829 whole entry, looked up): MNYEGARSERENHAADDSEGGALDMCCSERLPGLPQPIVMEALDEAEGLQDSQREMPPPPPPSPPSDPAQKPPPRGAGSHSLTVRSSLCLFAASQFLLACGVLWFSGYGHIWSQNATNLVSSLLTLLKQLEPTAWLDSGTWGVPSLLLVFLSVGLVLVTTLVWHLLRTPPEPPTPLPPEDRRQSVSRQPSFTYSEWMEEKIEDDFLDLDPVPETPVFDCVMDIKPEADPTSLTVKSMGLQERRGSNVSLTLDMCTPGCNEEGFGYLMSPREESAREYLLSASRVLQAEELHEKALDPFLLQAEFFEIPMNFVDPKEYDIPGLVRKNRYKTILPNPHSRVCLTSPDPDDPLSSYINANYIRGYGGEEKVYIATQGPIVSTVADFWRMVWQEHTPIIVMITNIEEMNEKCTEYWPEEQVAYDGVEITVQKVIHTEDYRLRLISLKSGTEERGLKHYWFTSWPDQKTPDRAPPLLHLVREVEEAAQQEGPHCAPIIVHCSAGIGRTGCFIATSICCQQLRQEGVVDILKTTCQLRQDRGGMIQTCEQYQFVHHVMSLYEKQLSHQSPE
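Assay system: isolated STEP enzyme. Buffer or medium: pH 6.0 Bis-Tris with DTT and Tween 20. Also added: fluorogenic phosphatase substrate OMFP at 25 µM final. Dosing: 20 µM, 1% DMSO. Timing: 20 min reaction, room temperature, in the dark. Measured by: fluorescence intensity, excitation 480 nm, emission 540 nm. Evaluation: normalized % inhibition.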
Rpn11 inh – inhibitors of human proteasome Rpn11; calls only at 20 µM; O00487; AID 588493; hit rate 0.59% among 360,000; human 26S proteasome, Ub4-pepOG fluorescence polarization; 20S core pre-blocked with epoxomicin;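 active = inhibition at 20 µM, scaled to each plate's controls, above about 33%, limit read from the data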
Scp1 inh – Scp-1 (human) phosphatase inhibition; Q9GZU7; Recombinant Scp1, phosphopeptide, malachite green phosphate absorbance; inhibition, % at 20 µM; hit rate 0.88% among 340,000; AID 493091;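 active = inhibition above about 50% at 20 µM, limit read from the data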;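 note: plate controls were DMSO wells with enzyme for no effect and wells lacking enzyme for full effect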
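Times: enzyme reaction 45 min at room temperature, colour 5 min, stabilisation 30 min. Material: SCP-1 catalytic fragment, aa 76-261. Medium: Acidic Tris acetate buffer with magnesium and detergent. Signal: colorimetric free-phosphate detection, absorbance 630 nm. Read-out basis: % inhibition of SCP-1 phosphate liberation. Reagent: Phosphorylated 17-residue peptide substrate.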
Tb MetRS inh – blocks T. brucei methionyl-tRNA synthetase activity. purified T. brucei MetRS, ATP depletion, Kinase-Glo luminescence. inhibition, % at 11.9 µM. hit rate 0.4% among 360,000. AID 624268;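 active = inhibition above a per-plate cutoff of the control wells' mean inhibition plus 3 SD, cut at about 5.5% in these data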;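 note: 0% = DMSO wells median and 100% = median of wells with control inhibitor compound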
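Material – parasite MetRS enzyme · Medium – HEPES-MgCl2-KCl buffer plus DTT, spermine, BSA, pyrophosphatase · Reagent – ATP, methionine and E. coli bulk tRNA substrates · Times – 15 min enzyme-compound preincubation, 2 h reaction, 10 min detection, 25 °C · Measured by – luminescence of leftover ATP · Evaluation – percent inhibition relative to median high and low control wells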
DNMT1 inh – blocks human DNA methyltransferase DNMT1; P26358; DNMT1 molecular beacon, Hinp1I cleavage, fluorescence; inhibition (reported as % activation of signal), % at 10 µM; hit rate 0.83% among 360,000; in the data active = inhibition above about 50%
SUMO1 PPI mod – modulators of human SUMO1-mediated protein-protein interactions. inhibition, % at 20 µM. SUMO1 binding to a labelled peptide, TR-FRET, 1 h. hit rate 0.33% among 360,000. AID 602429. P63165; in the data active = inhibition above about 37%
LMPTP inh – blocks human LMPTP phosphatase; P24666; AID 651560; recombinant LMPTP-A, OMFP fluorogenic substrate, fluorescence intensity; inhibition, % at 20 µM; hit rate 0.22% among 360,000;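 active = compounds that cut the enzyme signal by at least half of the control window in the single-dose screen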;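 note: plate controls were DMSO wells with enzyme plus substrate for no effect and substrate without enzyme for full effect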
Target sequence (P24666 whole entry, looked up): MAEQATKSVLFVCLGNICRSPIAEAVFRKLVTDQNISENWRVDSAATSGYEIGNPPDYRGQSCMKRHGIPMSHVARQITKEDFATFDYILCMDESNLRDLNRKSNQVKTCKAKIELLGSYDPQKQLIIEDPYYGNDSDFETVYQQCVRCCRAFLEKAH
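Test system – LMPTP-A enzyme · Amount – LMPTP-A at 0.625 nM final in the reaction · Buffer or medium – Bis-Tris pH 6.0, DTT, detergent · Reagent – OMFP 400 µM · Doses – single 20 µM dose · Schedule – reaction 50 min, room temperature, dark · Detection – fluorescence intensity of OMFP turnover product · Evaluation – percent inhibition versus substrate-only and uninhibited controls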
PABP1 MLLE inh – blocks PAM2 peptide binding to the PABP1 MLLE domain. P11940. GST-MLLE / FITC-PAM2 fluorescence polarization. inhibition, % at 20 µM. hit rate 0.36% among 360,000; in the data active = inhibition above about 35%, passing the limit was not always enough;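 note: plate controls were DMSO wells with GST-MLLE for no effect and wells lacking GST-MLLE protein for full effect; some results filed as inactive read as strong as hits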
Starred values were filed as active, the others as inactive; i = inactive; nt = no result given.

SMILES	NadD block	CSN inh	STEP inh	Rpn11 inh	Scp1 inh	Tb MetRS inh	DNMT1 inh	SUMO1 PPI mod	LMPTP inh	PABP1 MLLE inh
OCC[C@@H]1C[C@H](O)[C@@H](O)[C@@]2(OCc3cc(C(F)(F)F)ccc32)O1	-2.4	6.0	1.3	i	nt	-2.0	6.3	-1.3	-1.4	-7.9
COc1ccc(Cl)c(NCCC(=O)O)c1	2.6	0.9	1.2	i	4.2	-0.2	17.7	3.9	-1.6	0.1
CC(C)(C)c1ccc(C(=O)NC(CC(=O)O)c2ccc(OC3CCCC3)cc2)cc1 (stereo not drawn)	-3.1	0.3	0.4	i	-4.5	0.3	0.7	4.3	2.0	-32.4
CCc1ccc(/C=C2/Sc3ccccc3N(CC(=O)NCCCN3CCOCC3)C2=O)cc1	-3.4	1.1	1.4	i	-4.5	-0.3	-4.5	-19.7	-2.6	11.6
O=C(CNCCO)N1CCc2ccccc21	-0.7	-1.9	-2.0	i	-10.4	-1.1	0.9	5.1	-0.6	2.1
CCCN(C(=O)Cc1coc2cc(OC)ccc12)C1CCS(=O)(=O)C1 (stereo not drawn)	-2.2	-1.9	2.7	i	-7.7	0.1	1.8	-1.5	-0.3	2.3
O=C(c1ccccc1)c1ccc(OCC(O)CNCc2ccc(Cl)cc2)cc1 (stereo not drawn)	-9.5	-1.4	1.3	i	42.4	-0.9	-6.7	-8.3	-0.7	-8.1
CN(C)c1ccc(/C=N/O)cc1	-5.1	2.2	-1.6	i	-7.1	-0.4	1.9	-3.7	-1.5	-29.3
COc1cc(/C=C(/C#N)c2nc3ccccc3[nH]2)ccc1OCC(=O)Nc1ccccc1C	12.7	8.7	0.0	i	-7.7	0.1	52.0*	1.3	3.5	-2.6
O=C(CSc1nc2ccc([N+](=O)[O-])cc2[nH]1)NC1CCCCCC1	-2.0	2.7	0.6	i	-1.0	3.5	-4.2	-9.8	1.4	-80.6
COc1cccc(OC)c1OC(=O)c1ccccc1	-4.7	1.9	-1.0	i	2.2	-0.4	2.6	-3.4	-1.9	-4.8
CC(CC(=O)O)n1nnc2ccccc21 (stereo not drawn)	-5.0	-0.3	-2.2	i	-5.2	0.3	2.6	-1.2	-0.8	11.5
CS(=O)(=O)Nc1ccc(S(=O)(=O)Nc2nccs2)cc1	2.0	-2.1	-2.3	i	-4.3	-0.3	-9.6	0.3	0.7	-6.7
O=C1NC(=O)/C(=C/c2ccco2)N1	-3.6	-3.1	-1.6	i	-6.5	-0.3	4.9	-16.2	-0.9	7.2
CCN1C(=O)[C@H]2[C@@H](c3ccc(-c4ccc(C(C)=O)cc4)cc3)N[C@@](C)(C(=O)OC)[C@H]2C1=O	-0.6	-1.8	-1.2	i	0.6	0.4	1.9	-3.4	-1.9	2.9
COc1ccc(C(CCNCc2ccc(N(C)C)cc2)C(C)C)cc1 (stereo not drawn)	-9.6	1.0	2.6	i	-4.3	-1.1	0.2	-0.8	-0.4	-5.0
CC(C)CNC(=O)C1C(=O)Nc2ccccc2C(=O)N1C1CCCCC1 (stereo not drawn)	nt	-6.2	nt	nt	nt	-0.4	nt	-5.4	-1.8	nt
CCOC(=O)c1cc(=O)c2ccc(OCC(=O)Nc3ccc(F)cc3)cc2o1	-5.8	0.7	4.0	i	-10.7	2.3	0.5	-9.9	-0.7	0.4
O=C(NC(Cc1ccccc1)c1nc2ccccc2[nH]1)C1CC(=O)N(c2ccc3c(c2)OCCO3)C1 (stereo not drawn)	11.8	5.4	-1.4	i	71.8*	0.9	-11.2	1.8	-0.1	-117.3
CN(CC(=O)Nc1ccc(S(N)(=O)=O)cc1)c1ccccc1	-2.0	2.4	11.0	i	5.2	0.8	0.1	2.4	-0.4	-10.5
O=C(CN1CCCC1)N1c2ccccc2C=Cc2ccccc21	-3.0	1.5	1.8	i	-7.0	-0.3	3.0	6.5	-0.1	-0.1
CCOC(=O)CN1N=C(c2ccc(Cl)cc2)CCC1=O	-2.0	0.9	-3.1	i	-9.0	-0.5	0.7	-4.2	-1.7	-8.7
O=C(O)C1=C[C@@H](c2ccc(Br)cc2)C[C@@H](OCCCCO)O1	-2.7	0.9	-3.2	i	-9.8	-0.3	0.8	-2.6	-0.1	2.7
O=S(=O)(Nc1ccccc1N1CCCC1)c1ccccc1C(F)(F)F	-2.2	6.3	4.1	i	nt	-0.3	-29.2	-26.6	1.9	-7.8
CN(NC(=O)c1ccccc1Cl)c1ncc(C(F)(F)F)cc1Cl	-4.7	-1.0	-2.4	i	2.3	-0.8	5.3	0.3	-0.7	-0.4
COc1ccc(NC(=O)/C(C#N)=C/c2ncc([N+](=O)[O-])n2C)c(OC)c1	8.5	1.5	1.8	i	14.1	-0.7	-4.2	-11.3	0.8	-7.7
COc1ccc(-n2cnc3cc(C(=O)N4CCOCC4)ccc32)cc1	-4.7	3.3	-2.3	i	-6.2	-0.3	0.7	0.2	-0.9	-3.9
Cc1ccc(-n2nnnc2-c2ccccc2Br)cc1	-0.9	0.0	-0.8	i	-9.8	-0.8	-0.3	-4.2	-1.2	12.2
CN(C)C(=O)CN1C(=O)c2cccc3cccc1c23	1.8	3.1	-2.4	i	-3.5	-0.5	-3.0	-19.4	2.1	-10.8
O=C(c1ccccc1)c1ccc2nc[nH]c2c1	0.1	3.7	-2.6	i	-3.8	1.2	2.4	-0.1	-0.5	-4.4
O=C(Oc1ccc[nH]c1=O)C1CC1	-1.4	3.7	1.4	i	nt	-0.3	4.3	2.8	-2.6	-0.9
COc1ccc2nc(C)cc(Nc3ccccc3O)c2c1	-3.0	1.1	-1.8	i	-19.1	-0.3	13.5	-5.3	4.3	7.3
O=C1c2cccnc2C(O)N1C1CCCCC1 (stereo not drawn)	-1.3	-1.6	-3.1	i	-1.8	-0.8	-0.2	-0.8	-1.0	4.3
CCCCCCCCNC(=O)c1cccnc1SCC(=O)Nc1ccccc1OC	12.4	-1.4	-0.5	i	-9.8	0.4	2.7	1.2	0.2	-8.2
COc1ccc(-c2coc3c(C(=O)N4CCN(C)CC4)cccc23)c(C)c1	0.9	-0.1	1.2	i	nt	0.3	-2.1	4.7	-0.5	-2.3
COc1ccc(OC)c(N(CC(=O)Nc2ccc3c(c2)OCCO3)S(C)(=O)=O)c1	-5.8	-2.7	-1.4	i	-6.0	0.1	-3.5	-0.9	-2.9	2.6
COCCNC(=S)N/N=C(\C)c1ccc(Cl)c(Cl)c1	-16.0	-6.0	0.3	i	-3.0	-0.7	-0.8	-3.9	0.7	7.3
CC12CN3CC(C)(CN(C1)C3c1ccccc1)C2O (stereo not drawn)	-0.2	-0.5	1.9	i	-9.6	-0.8	1.0	4.0	0.5	4.4
Cc1ccc(Cc2cc(-c3ccc(C)cc3)n[nH]c2=O)cc1	0.1	0.4	-1.1	i	7.6	-0.8	0.8	-0.9	-0.3	-9.3
COc1cc(NC(=O)CN(C)S(=O)(=O)c2ccc3c(c2)CC(C)N3C(C)=O)cc(OC)c1OC (stereo not drawn)	-2.8	10.1	-1.5	i	-3.5	0.2	-3.2	-4.1	-0.7	-14.0

By substructure: those above with a CF3 group
SMILES	NadD block	CSN inh	STEP inh	Rpn11 inh	Scp1 inh	Tb MetRS inh	DNMT1 inh	SUMO1 PPI mod	LMPTP inh	PABP1 MLLE inh
OCC[C@@H]1C[C@H](O)[C@@H](O)[C@@]2(OCc3cc(C(F)(F)F)ccc32)O1	-2.4	6.0	1.3	i	nt	-2.0	6.3	-1.3	-1.4	-7.9
O=S(=O)(Nc1ccccc1N1CCCC1)c1ccccc1C(F)(F)F	-2.2	6.3	4.1	i	nt	-0.3	-29.2	-26.6	1.9	-7.8
CN(NC(=O)c1ccccc1Cl)c1ncc(C(F)(F)F)cc1Cl	-4.7	-1.0	-2.4	i	2.3	-0.8	5.3	0.3	-0.7	-0.4

Additional compounds follow.
SMILES	NadD block	CSN inh	STEP inh	Rpn11 inh	Scp1 inh	Tb MetRS inh	DNMT1 inh	SUMO1 PPI mod	LMPTP inh	PABP1 MLLE inh
CC1CC(C)CN(CC(=O)N2c3ccccc3CCc3ccccc32)C1 (stereo not drawn)	0.3	2.1	0.0	i	-4.3	-1.4	2.5	-2.3	-0.4	7.4
O=C1CCCN1c1ccc([N+](=O)[O-])cc1	0.5	0.0	0.3	i	nt	0.2	3.3	-26.3	0.3	-5.4
Cc1cc(C)c(C)c(OCCOCCN2CCOCC2)c1	5.1	3.3	-2.7	i	-4.0	-0.9	5.3	1.4	0.3	9.9
Cc1ccc2c(c1)C(C)(C)[C@]1(C)NC(=O)CCN21	1.0	-5.6	3.1	i	-6.9	-0.9	1.0	-2.1	1.2	-6.4
C/C(CCc1ccccc1)=N\NC(=O)C(=O)Nc1cccc(Cl)c1	3.9	-5.1	0.3	i	2.0	-0.2	1.0	-1.6	-0.3	-19.0
COc1ccc(C(=O)NCCNc2nc3c(C)cccc3cc2C#N)cc1	-2.5	3.5	0.0	i	-2.0	-0.9	-7.6	-9.7	-0.4	-0.8
COc1ccc(CNC(=O)C2CCN(S(=O)(=O)c3ccc4nc5c(c(C(=O)O)c4c3)CCCC5)CC2)cc1	6.0	-2.0	7.3	i	nt	0.0	-0.1	14.5	0.2	13.8
CC(=O)/C(=N\Nc1ccc(C)cc1)N1CCOCC1	-5.9	-7.4	-2.2	i	-1.1	0.7	-0.7	-1.6	-1.4	4.2

Fetched one by one from the entries so far, 2 records:
SMILES	NadD block	CSN inh	STEP inh	Rpn11 inh	Scp1 inh	Tb MetRS inh	DNMT1 inh	SUMO1 PPI mod	LMPTP inh	PABP1 MLLE inh
COc1ccc(CNC(=O)C2CCN(S(=O)(=O)c3ccc4nc5c(c(C(=O)O)c4c3)CCCC5)CC2)cc1	6.0	-2.0	7.3	i	nt	0.0	-0.1	14.5	0.2	13.8
O=C1CCCN1c1ccc([N+](=O)[O-])cc1	0.5	0.0	0.3	i	nt	0.2	3.3	-26.3	0.3	-5.4

Rows are unselected (roughly 3.6% active in at least one column).
